Source: PubChem
NF-kB neuron act – raises NF-kB expression in human neuronal cells; NF-kB reporter expression; active compounds read high; fold change at 12.5 µM; hit rate 1.6% among 190,000; AID 1239; in the data active = fold change above about 3.3
STAT1 blocker – STAT1 signaling inhibition | NIH 3T3 STAT1-luciferase reporter, IFN-gamma, luminescence | inhibition, % at 5.5 µM | hit rate 0.35% among 200,000;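 active = inhibition above a set limit, the mean inhibition across all tested compounds plus 3 SD, cut at about 34% in these data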;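 note: 0% = IFN-gamma with DMSO and 100% = IFN-gamma with 300 µM nifuroxazide; values of inactives mirror those of a sister screen read the other way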
STAT1 act – increases IFN-gamma driven STAT1 reporter signal | NIH 3T3 STAT1-luciferase reporter, luminescence; 100% = IFN-gamma alone, no compound | activation (% of control), % at 5.5 µM | hit rate 2.6% among 200,000 | AID 932;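 active = activation above the screen-wide mean activation plus 3 SD, cut at about 130% in these data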;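 note: raw ratio to IFN-gamma control signal so 100% means no change and 0% no light; values of inactives mirror those of a sister screen read the other way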
STAT3 inh – inhibitors of IL-6 induced STAT3 signaling | U3A cells, IL-6 STAT3-luciferase reporter, luminescence; host cell line lacks STAT1 | inhibition, % at 5.5 µM | hit rate 0.89% among 190,000 | AID 862;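 active = inhibition above the mean inhibition across all screened compounds plus 3 SD, cut at about 44% in these data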;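 note: 0% = DMSO only wells and 100% = 100 µM nifuroxazide control wells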
APP 5'UTR act – APP 5'UTR luciferase reporter activation; activation, % at 2 µM; hit rate 1% among 190,000; SH-SY5Y APP 5'UTR luciferase reporter, luminescence; zero percent = DMSO vehicle wells;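 active = activation above a set limit, based on mean plus 3 SD of controls, cut at about 140% in these data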; note: values of inactives mirror those of a sister screen read the other way
FLuc inhib CS – inhibits firefly luciferase, flagging false hits in luciferase inhibition screens | P08659 | ATPLite firefly luciferase biochemical luminescence, 10 min | inhibition, % at 10 µM | hit rate 1.5% among 200,000 | AID 1006;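 active = inhibition above about 50% when tested at 10 µM, limit read from the data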
Target sequence (P08659 whole entry, looked up): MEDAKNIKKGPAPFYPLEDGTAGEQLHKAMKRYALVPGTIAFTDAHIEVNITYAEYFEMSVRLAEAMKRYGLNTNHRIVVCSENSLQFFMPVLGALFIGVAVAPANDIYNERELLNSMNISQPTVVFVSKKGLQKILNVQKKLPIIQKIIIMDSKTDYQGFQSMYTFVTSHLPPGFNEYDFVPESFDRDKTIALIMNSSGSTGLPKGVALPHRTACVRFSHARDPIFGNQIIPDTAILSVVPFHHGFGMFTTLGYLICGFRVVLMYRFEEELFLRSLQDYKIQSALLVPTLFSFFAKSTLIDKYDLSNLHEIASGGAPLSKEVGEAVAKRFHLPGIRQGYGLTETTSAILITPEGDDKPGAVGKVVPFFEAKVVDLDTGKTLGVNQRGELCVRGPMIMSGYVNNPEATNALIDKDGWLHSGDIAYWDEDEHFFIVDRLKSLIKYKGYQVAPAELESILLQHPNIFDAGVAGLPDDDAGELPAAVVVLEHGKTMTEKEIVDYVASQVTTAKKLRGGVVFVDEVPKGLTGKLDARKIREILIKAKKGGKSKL
APP 5UTR inh – APP translation inhibition; SH-SY5Y APP 5'UTR-luciferase reporter, luminescence; inhibition, % at 2 µM; hit rate 0.82% among 190,000; AID 1285;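 active = inhibition above a set limit, derived from the sample mean plus 3 SD, cut at about 45% in these data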; note: values of inactives mirror those of a sister screen read the other way
ROMK primary – modulates human ROMK potassium channel activity; P48048; Tet-inducible ROMK, thallium flux fluorescence; actives lie on both sides; B-score at 10 µM; hit rate 2% among 130,000;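 active = signal ratio slope over the read window, or its plate-corrected B-score, at least 3 SD from the plate mean, either direction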;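 note: B-score of the F/F0 ratio slope over 7 to 12 s after thallium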
Target sequence (P48048 whole entry, looked up): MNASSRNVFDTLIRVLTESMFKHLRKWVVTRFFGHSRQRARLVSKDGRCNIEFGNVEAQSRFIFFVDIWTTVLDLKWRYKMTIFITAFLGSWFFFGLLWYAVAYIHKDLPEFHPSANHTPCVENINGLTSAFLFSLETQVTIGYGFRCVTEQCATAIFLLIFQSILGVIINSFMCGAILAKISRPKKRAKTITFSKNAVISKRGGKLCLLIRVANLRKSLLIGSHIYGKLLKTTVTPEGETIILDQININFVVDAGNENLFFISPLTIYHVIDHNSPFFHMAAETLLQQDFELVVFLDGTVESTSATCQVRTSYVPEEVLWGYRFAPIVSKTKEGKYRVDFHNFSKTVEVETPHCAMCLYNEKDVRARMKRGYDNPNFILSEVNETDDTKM
STAT3 act – STAT3 signaling activation. U3A cells, IL-6 STAT3-luciferase reporter, luminescence; 100% = signal with IL-6 EC80 alone. activation (% of control), % at 5.6 µM. hit rate 0.91% among 190,000;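 active = activation above the screen-wide mean of compound activation plus 3 SD, cut at about 130% in these data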;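 note: 0% = background luminescence of wells with medium and substrate only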
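Material: STAT3-luciferase reporter U3A cells. Controls: IL-6-treated wells, 100% activation. Read-out: % activation versus median of IL-6-stimulated wells. Probe or stimulus: IL-6 stimulus at 33 ng/mL final. Timing: compound 1 h, then IL-6 6 h at 37 °C. Signal: reporter luminescence signal.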
FLuc stim CS – affects firefly luciferase, flagging false hits in luciferase stimulation screens | P08659 | ATPlite luciferase biochemical, luminescence, 10 min; 0 = ATP-free wells, 1 = DMSO control | activation factor at 10 µM | 200,000 tested, under 10 active | AID 1027;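 active = luciferase activation factor, scaled between plate controls, of at least 2 with compound at 10 µM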
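Assay system: Luciferase/luciferin detection reagent, cell-free biochemical luciferase assay / Read-out: luciferase activation / Benchmarks: No-ATP low control, compound-free enzyme-plus-ATP high control / Medium: PBS buffer for ATP / Detection: luminescence measurement of luciferase light output / Schedule: 10 min at ambient temperature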
* hit, by the source's call; x = no result given.

SMILES	NF-kB neuron act	STAT1 blocker	STAT1 act	STAT3 inh	APP 5'UTR act	FLuc inhib CS	APP 5UTR inh	ROMK primary	STAT3 act	FLuc stim CS
COc1ccccc1CC(=O)N1CCN(c2ccc([N+](=O)[O-])cc2)CC1	0.86	11.8	88.0	20.3	11.7	-8.1	-11.7	x	86.0	1.1
COC(=O)c1c(NC(=O)CSc2nncs2)sc2c1CCCCC2	1.64	-19.8	118.0	19.6	-2.9	-0.9	2.9	-0.844	90.5	1
CCOC(=O)CNC(=O)CSc1nnc(-c2ccco2)n1N	1.54	15.6	85.5	10.2	-9.1	-0.4	9.1	0.0805	93.3	1
N#Cc1ccccc1COC(=O)c1cccnc1N	1.18	-1.3	99.7	18.2	4.6	-5.1	-4.6	0.178	87.8	1.1
CCCc1nc2ccccc2c(=O)n1/N=C/c1ccccc1O	1.13	-4.4	104.0	9.9	-18.4	1.5	18.4	0.0173	97.8	1
COc1ccc(CCn2nnnc2C(C(C)C)N2CCN(c3ncccn3)CC2)cc1OC (configuration not stated)	0.89	11.5	89.6	1.7	-1.8	-3.7	1.8	x	101.8	1
CC(=O)Nc1ccccc1C(=O)C(=O)O	1.15	4.0	96.4	5.4	-7.8	-4.8	7.8	x	97.9	1
COc1ccc(Cl)cc1N1C(=O)C2CCCN2C1c1ccccc1F (configuration not stated)	0.81	-3.0	102.7	-10.9	1.1	-6.7	-1.1	x	116.9	1.1
Cc1ccc(O)c(C(=O)/C=C/c2ccc3c(c2)OCCO3)c1	2.03	10.2	90.6	22.0	23.2	2.2	-23.2	0.109	87.6	1
O=C(CCC(=O)c1ccc(F)cc1)Nc1cccnc1	1.07	-2.5	100.4	5.8	2.0	-5.4	-2.0	0.818	97.8	1.1

Some of these compounds in order of their number in STAT1 act, low to high.
Molecule	NF-kB neuron act	STAT1 blocker	STAT1 act	APP 5'UTR act	FLuc inhib CS	APP 5UTR inh	ROMK primary	STAT3 act	FLuc stim CS
CCOC(=O)CNC(=O)CSc1nnc(-c2ccco2)n1N	1.54	15.6	85.5	-9.1	-0.4	9.1	0.0805	93.3	1
COc1ccccc1CC(=O)N1CCN(c2ccc([N+](=O)[O-])cc2)CC1	0.86	11.8	88.0	11.7	-8.1	-11.7	x	86.0	1.1
COc1ccc(CCn2nnnc2C(C(C)C)N2CCN(c3ncccn3)CC2)cc1OC (configuration not stated)	0.89	11.5	89.6	-1.8	-3.7	1.8	x	101.8	1

Continuation.
SMILES	NF-kB neuron act	STAT1 blocker	STAT1 act	STAT3 inh	APP 5'UTR act	FLuc inhib CS	APP 5UTR inh	ROMK primary	STAT3 act	FLuc stim CS
CC(=O)Nc1ccc(OCc2ccc(S(=O)(=O)Cc3ccccc3)cc2)cc1	1.06	14.0	84.7	17.5	-3.2	-6.1	3.3	-0.00908	89.2	1.1
Cc1cc(C)c(OCCCCn2cnc3ccccc3c2=O)c(C)c1	0.92	-3.5	103.2	15.4	-5.4	-3.6	5.4	x	96.3	1
O=C(NC1CCCCC1)C(c1ccncc1)N(Cc1ccc2c(c1)OCO2)C(=O)C(F)(F)F (configuration not stated)	1.01	-1.1	99.9	-8.2	7.4	-5.9	-7.4	-1.38	108.8	1.1
OCCNCCCCOc1ccc(F)cc1	1.43	-1.6	101.4	8.6	13.0	-11.6	-13.0	x	96.3	1.1
CCCSc1nc2ccsc2c(=O)n1CC	0.97	-3.2	101.9	-10.0	-12.1	-2.8	12.1	0.421	109.2	1
Nn1c(SCC(=O)N2CCCCC2)nnc1-c1ccncc1	1.02	-3.0	108.5	2.1	0.1	-3.2	-0.1	x	101.4	1
Cc1ccc(/C=C/C(=O)N2CCN(S(=O)(=O)c3c(C)c(C)cc(C)c3C)CC2)o1	1.34	4.1	96.3	11.8	7.3	-1.1	-7.3	x	89.3	1
CC1Cc2nc(SCC(=O)NCc3ccccc3)n(Cc3ccccc3)c(=O)c2S1 (configuration not stated)	1.05	1.9	98.3	2.9	13.4	-6.9	-13.4	x	105.2	1.1
COc1cc(CO)cc(-c2cc(CO)cc(OC)c2OC)c1OC	1.26	-4.0	103.6	-1.5	-1.2	-3.2	1.2	0.534	103.9	1
COc1ccc(/C=C(\NC(=O)c2ccc(OC)c(OC)c2)C(=O)NCCc2c[nH]c3ccccc23)cc1	0.57	14.3	86.8	-8.8	6.7	-8.0	-6.7	x	112.3	1.1
COc1ccc(NC(=S)NCCc2ccc(S(N)(=O)=O)cc2)c(OC)c1	0.91	8.2	91.3	3.4	-4.9	-3.5	4.9	x	100.1	1
C=CCn1c(-c2ccc(OC)cc2)csc1=Nc1c(C)n(C)n(-c2ccccc2)c1=O	0.69	6.0	94.5	8.3	2.4	-9.0	-2.4	-1.55	99.2	1.1
COc1cc(C2C(C#N)=C(N)Oc3c2oc(CO)cc3=O)cc(OC)c1OC (configuration not stated)	0.8	-1.2	101.1	-3.1	7.8	-4.2	-7.8	-0.0974	105.1	1
CN(C)C(/C=C/Nc1ccc(C#N)cc1)=C(C#N)C#N	1.16	-3.5	101.3	19.4	6.6	-5.2	-6.6	x	90.1	1.1
O=C(NCc1cccnc1)C1CCCN(S(=O)(=O)c2ccc(Br)cc2)C1 (configuration not stated)	0.95	2.6	97.6	16.3	-9.3	-3.6	9.3	x	90.3	1
COCCCN1C(=O)/C(=C\c2cccs2)C(C(=O)OC)=C1C	1.42	-0.1	99.1	17.2	-15.8	-1.4	15.8	-0.0231	87.2	1
O=C(Cc1cc(=O)[nH]c(=O)[nH]1)N1CCC(Cc2ccccc2)CC1	1.01	-6.8	106.2	0.1	-2.1	-6.4	2.1	x	107.3	1.1
CCN(CC(F)(F)C(F)F)S(=O)(=O)c1ccc(NC(=O)OC)cc1	0.87	-3.8	103.5	13.2	15.2	-6.7	-15.2	-0.0515	96.1	1.1
CCN(CC)CCN(C)C(=O)CCc1nnc(-c2ccc(C)s2)o1	1.05	-8.0	107.4	5.9	1.5	-2.5	-1.5	0.905	99.9	1
CN1CC(=O)N(C)c2ncn(Cc3ccccc3)c2C1=O	1.12	0.9	99.2	4.0	-5.9	0.0	5.9	0.499	98.2	1
Cc1ccc2c(c1)cc(CN(Cc1cccs1)C(=O)c1ccco1)c1nnnn12	0.76	8.3	92.5	-13.5	15.6	-2.4	-15.6	0.58	112.1	1
COCCn1cc(C(=O)NCCCN2CCC(C)CC2)c2c3ccccc3n(C)c2c1=O	1.06	7.3	92.1	-4.3	33.7	-11.8	-7.7	0.00555	109.3	1.1
O=S(=O)(Nc1ccncc1)c1ccc(Cl)cc1	1.07	0.9	99.2	-1.6	x	-4.8	x	0.095	100.0	1
O=C(CSc1nc(-c2ccccc2)cs1)NCc1ccco1	1.14	5.0	95.4	2.0	11.3	1.7	-11.3	-1.95	99.2	1
O=C(COC(=O)c1cccs1)c1ccc2c(c1)OCCO2	3.09	17.0	95.6	54.1*	134.1	95.4*	-134.1	1.37	55.1	0
COc1cc(OC)c(C2=NOC(C(=O)Nc3ccc4c(c3)OCO4)C2)cc1Cl (configuration not stated)	1.01	1.0	97.3	19.6	-13.7	-5.2	13.7	-1.7	86.5	1.1
Cc1ccc(NC(=O)/C(=C\c2cccc([N+](=O)[O-])c2)NC(=O)c2cccs2)cc1	1.14	-4.8	104.3	11.5	-12.5	-4.0	12.5	x	92.1	1
CC1CCCCC1NC(=O)CN1CCC(O)(c2ccc3c(c2)OCO3)CC1 (configuration not stated)	0.93	-2.2	101.7	5.8	-18.6	-1.4	18.6	0.0631	99.8	1
O=C(CCCCCNC(=O)c1ccccc1)N/N=C/c1ccc(F)cc1	1.47	4.8	95.6	4.5	-2.0	-5.1	2.0	0.311	96.2	1.1
Cc1ccc(N(CC(=O)NCCSCc2ccco2)S(=O)(=O)c2ccc(F)cc2)cc1	0.77	0.6	97.5	2.4	4.0	-5.5	-4.0	0.818	103.0	1.1
CCOC(=O)c1nnc(-c2cccs2)nc1Oc1ccccc1C(=O)OC	1.14	-4.9	104.5	9.8	18.5	-4.7	-18.5	-2.08	96.3	1
S=C(NCCC(c1ccccc1)c1ccccc1)Nc1ccc(Cl)cc1	0.98	1.4	98.8	4.2	6.5	-5.7	-6.5	x	106.3	1.1
COCCCNS(=O)(=O)c1ccc(C)cc1	1.13	-9.8	107.0	-1.7	-7.1	-7.7	7.1	0.756	104.5	1.1
CCNC(=S)Nc1cccc(F)c1C	1.22	-12.0	107.7	6.4	6.6	-4.4	-6.6	-0.227	98.6	1
Cn1c(=O)c2c(SCC(=O)c3ccccc3)nc(C3CC3)nc2n(C)c1=O	0.7	-4.7	104.3	20.3	x	-8.7	x	x	90.0	1.1
CCOC(=O)C1=C(c2ccccc2)OC(N)=C(C#N)C1c1ccco1 (configuration not stated)	1.02	4.0	96.3	3.0	7.4	-4.6	-7.4	x	105.1	1
CCOC(=O)C(=O)NC12CC3CC(CC(C3)C1)C2	1.2	-0.2	102.5	1.8	4.9	4.2	-4.9	-0.302	96.6	1
O=C(COC(=O)c1ccccc1Cl)Nc1nccs1	1.37	-10.5	112.2	11.8	10.2	9.0	-10.2	x	97.5	0.9
C=CCn1c(COc2ccccc2F)nnc1SCC(=O)Nc1cc(C)on1	0.96	-3.8	102.1	2.2	5.5	-3.4	-5.5	0.0212	102.1	1
Cc1nc(C)c(C(=O)Nc2ccc(C)c(F)c2)o1	1.02	-3.4	103.2	12.0	0.7	0.5	-0.7	0.0113	92.3	1
CCN1CCCC(NC(=O)c2scc3c2CCCC3)C1 (configuration not stated)	0.98	-0.7	100.7	11.6	-18.9	-1.7	18.9	x	97.4	1
COc1ccc(C2(C(=O)NCc3ccco3)CCCC2)cc1OC	0.95	-3.9	103.5	3.7	0.5	-4.3	-0.5	x	100.7	1
COC(=O)c1ccc(NC(=S)N2CCN(Cc3ccccc3Cl)CC2)cc1	1.06	6.3	92.3	8.2	-2.1	-9.0	2.1	0.232	95.8	1.1
CCOC(=O)c1cnc2ccc(F)cc2c1Nc1ccc2c(c1)OCCO2	0.56	0.6	99.5	-2.1	7.4	-1.7	-7.4	x	106.9	1
COc1cc(S(=O)(=O)NCCN2CCOCC2)c(OC)cc1Cl	1.16	-8.7	108.0	0.4	17.6	-2.2	-17.6	-0.00558	102.0	1
O=C(COC(=O)C1COc2ccccc2O1)Nc1cccc(S(=O)(=O)N2CCCCC2)c1 (configuration not stated)	1.12	-3.1	101.5	2.9	-14.5	-7.3	14.5	0.108	98.6	1.1
COc1ccccc1NC(=O)N(Cc1ccco1)Cc1cc2ccc(C)c(C)c2[nH]c1=O	0.8	-1.0	100.9	-5.9	-39.1	-4.5	39.1	x	113.0	1
COCCn1c(SCC(=O)NCCc2ccccc2)nnc1-c1ccco1	0.99	5.3	95.2	7.9	-2.2	-8.8	2.2	0.607	95.3	1.1
OCC[C@@H]1C[C@@H](O)[C@H](O)[C@]2(CCCCO2)O1	1.15	3.1	97.2	4.3	6.3	-4.8	-6.3	0.531	94.0	1
OC(c1ccc(OCc2ccccc2)cc1)c1nnc(-c2ccccc2)o1 (configuration not stated)	0.9	6.5	94.0	18.9	10.2	-1.2	-10.2	0.00983	88.4	1
COc1ccc(NC(=S)N(Cc2cccnc2)Cc2cc3cc(OC)c(OC)cc3[nH]c2=O)cc1	0.91	3.9	94.5	5.9	-8.6	-8.5	8.6	-0.0956	99.8	1.1
O=C(c1ccc(NC(=S)Nc2ccc(Cl)c(Cl)c2)cc1)N1CCCC1	0.77	8.5	92.3	5.6	6.3	-2.1	-6.3	x	99.7	1

The order is random (roughly 7.1% active in at least one column).
